HSP90 inh: HSP90 inhibitors, primary screen, cell lysate, luminescence; inhibition, % at 5.6 µM; 0.91% of 290,000 active; Heat shock protein HSP 90 (rabbit reticulocyte lysate; luciferase refolding); Rabbit reticulocyte lysate, luciferase refolding luminescence, 3 h;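 active means inhibition above the screen-wide mean plus 3 SD, computed separately per campaign, cut at about 16% in these data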;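 further: 0% = DMSO wells and 100% = 60 µM geldanamycin wells; inhibitors lower the luminescence because luciferase stays unfolded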
HSF1 activator: HSF-1 activators, primary screen, NIH3T3-HGL cells, MG132 stress, luminescence, single point; NIH3T3-HGL HSF-1 luciferase reporter, 8 h; 100% = twice DMSO control signal; activation, % at 9 µM; 1.7% of 300,000 active;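 active means mean replicate activation of at least 50% with a set share of replicates each reaching 50%; inconclusive means only one of those two conditions met; inactive means mean below 50% and too few replicates reaching it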;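 further: 0% = median of the neutral control wells and 100% = twice that signal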
KLF5 inhibitor: KLF5 expression inhibitors, primary screen, DLD-1 cells, luminescence | inhibition, % at 5 µM | 0.23% of 290,000 active | AID 1700, 2009 | DLD-1 KLF5 promoter-luciferase reporter;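 active means inhibition above a per-plate limit of that plate's mean compound inhibition plus 3 SD, cut at about 60% in these data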;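 further: 0% = DMSO wells and 100% = LY294002 at 200 µM; higher means less KLF5 promoter-driven luciferase light; inactives centre near -14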
Platelet DG rel: inhibitors of platelet dense granule secretion, primary screen, cell-based, MLPCN, human platelets; 0.22% of 300,000 active; human platelet-rich plasma, SFLLRN dense granule ATP release, luminescence; inhibition, %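 (compounds screened at 7.5 µM in platelet-rich plasma)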;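 active means mean replicate score, as percent of positive control, at or above 50; inconclusive means mean below 50 but at least one replicate at or above 50; inactive means mean and every replicate below 50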
HSF1 inh: HSF1 inhibitors in luciferase reporter cells, primary screen, cell-based, NIH3T3, luminescence | NIH3T3-HGL HSE-luciferase, MG132-induced, luminescence 8 h; active compounds read low | activity change, negative = inhibition, % at 7.5 µM (by protocol) | 0.77% of 300,000 active | AID 2098, 2009;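 active means more than half of replicate wells show activity change below -50%, luminescence cut by over half; inconclusive means some wells, but at most half, below -50%; inactive means no replicate well below -50%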;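 further: luciferase reports HSF-1 transcriptional activity via heat shock element; 0% = median of DMSO wells and -100% = zero luminescence signal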
HDAC3 inh: HDAC3 deacetylase inhibitors, primary screen, biochemical, fluorescence, cell-free homogeneous | Histone deacetylase 3 (Homo sapiens), O15379 | recombinant HDAC3, fluorogenic peptide/trypsin coupled | inhibition, % at 8.3 µM | 0.15% of 320,000 active; in the data active means inhibition above about 26%, passing the limit was not always enough; inconclusive means no clear call, values can overlap the other calls
Target sequence (O15379 whole entry, looked up): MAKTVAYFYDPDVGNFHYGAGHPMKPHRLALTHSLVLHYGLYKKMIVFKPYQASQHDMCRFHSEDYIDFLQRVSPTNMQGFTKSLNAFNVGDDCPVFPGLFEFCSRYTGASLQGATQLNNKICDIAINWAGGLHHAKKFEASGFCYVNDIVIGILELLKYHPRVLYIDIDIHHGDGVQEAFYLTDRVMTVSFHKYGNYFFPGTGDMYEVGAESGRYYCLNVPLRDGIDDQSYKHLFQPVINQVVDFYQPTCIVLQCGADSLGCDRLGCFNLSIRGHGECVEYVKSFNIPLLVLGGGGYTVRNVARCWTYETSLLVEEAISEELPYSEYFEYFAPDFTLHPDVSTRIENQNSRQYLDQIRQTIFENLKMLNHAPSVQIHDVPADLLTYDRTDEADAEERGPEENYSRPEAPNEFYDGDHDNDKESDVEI
aSyn 5UTR inh: MLPCN primary screen, SNCA 5' untranslated region. alpha-synuclein 5'UTR reporter, inhibitor activity. inhibition, % (tested at 7.5 µM). 0.82% of 300,000 active; in the data active means inhibition above about 60%; inconclusive means no clear call, values can overlap the other calls;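 further: H4 neuroglioblastoma cells stably carrying SNCA 5'UTR luciferase fusion; 0% = DMSO wells and 100% = positive control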
IEC-6 cytotox: cytotoxicity in IEC-6 intestinal epithelial cells, primary screen, cytotoxicity control for KLF5 inhibitor project, cell-based, luminescence. 0.78% of 290,000 active. IEC-6 cytotoxicity, luminescence viability. AID 1825, 2009. inhibition, % at 5 µM; in the data active means inhibition above about 22%;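 further: 0% = plate median of test compound wells and 100% = cytotoxic reference compound wells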
AI-2 QS modul: Vibrio harveyi AI-2 quorum sensing modulators, primary screen, JMH597 strain, luminescence/OD600 ratio; Vibrio harveyi JMH597 AI-2 luminescence/OD600 ratio, 9 h; active compounds read low; strain lacks LuxN and CqsS sensors; 0 = neutral-control median; activity change, % at 7.5 µM; 0.4% of 300,000 active; in the data active means activity change below about -75%, passing the limit was not always enough; inconclusive means no clear call, values can overlap the other calls;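 further: luminescence divided by OD600 gain over 9 h not by final OD600 alone; inactives centre near 13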
HIF activator: HIF pathway transcriptional activators, primary screen, cell-based, U2OS HRE-luciferase, luminescence | AID 1910, 2009 | 0.32% of 300,000 active | U2OS HRE-luciferase reporter; normalized: DMSO 0%, desferrioxamine 100% | activation, % at 7.5 µM (by protocol);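 active means mean activation of at least 10% of the iron chelator positive control signal, with at least half of replicates also reaching 10%; inconclusive means mean and replicate majority disagree about reaching 10%; inactive means mean and most replicates under 10%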
* = called active by the depositor; ? = inconclusive; . = no result given.

The opening 11 entries, to show the layout:
SMILES	HSP90 inh	HSF1 activator	KLF5 inhibitor	Platelet DG rel	HSF1 inh	HDAC3 inh	aSyn 5UTR inh	IEC-6 cytotox	AI-2 QS modul	HIF activator
COc1ccc(OC2C(=O)N(c3cc(C)ccc3C)C2c2ccc(OC)c(OC)c2)cc1 (stereo not drawn)	-3	?	-19	1	21	3	9	-3	2	-0.7
Cc1ccc(C(=O)Nc2nc(C)c(C)s2)o1	5	40	-105	25	21	-1	-114	3	5	4.4
CCCCCCn1c2c(c(=N)c3c1CCC3)CCC2	1	-10	55	7	-10	-1	67*	24*	11	-0.1
O=C(NN1C(=O)C2C3c4ccccc4C(c4ccccc43)C2C1=O)c1ccccc1 (stereo not drawn)	2	-7	-4	7	-4	0	3	2	3	0.2
CCCOC(=O)C[N+](C)(C)CCOC1CC2CCC1(C)C2(C)C (stereo not drawn)	-4	-14	24	0	-1	-5	-4	2	-1	-0.5
Cc1ccc(NC(=O)c2cnc(SCC(=O)c3ccccc3)n(C)c2=O)cc1	.	11	.	4	9	-3	-27	.	22	0.6
CCCn1c(=S)[nH]c2cc(C(=O)NCC3CCCO3)ccc2c1=O (stereo not drawn)	-6	-1	-14	-16	-5	6	20	2	8	-0.3
O=C(N1CCCCCC1)N1CCN(S(=O)(=O)N2CCOCC2)CC1	1	-7	-33	-2	-6	2	19	-4	23	-0.7
COc1ccccc1OCCOCCOc1c(C)cc(C)cc1Br	-4	4	-7	4	18	-1	19	8	21	0.3
Cc1ccc2c(C)c(C(=O)N(C)C(C)c3ccon3)oc2c1C (stereo not drawn)	1	20	-118	-4	25	-2	-149	4	20	5.1
COc1cccc(-c2nc(=S)c3c(n2Cc2ccco2)CCCC3)c1	1	124*	6	-3	114	9	-89	2	21	0.4

All compounds of this part, repeating the preview:
SMILES	HSP90 inh	HSF1 activator	KLF5 inhibitor	Platelet DG rel	HSF1 inh	HDAC3 inh	aSyn 5UTR inh	IEC-6 cytotox	AI-2 QS modul	HIF activator
COc1ccc(OC2C(=O)N(c3cc(C)ccc3C)C2c2ccc(OC)c(OC)c2)cc1 (stereo not drawn)	-3	?	-19	1	21	3	9	-3	2	-0.7
Cc1ccc(C(=O)Nc2nc(C)c(C)s2)o1	5	40	-105	25	21	-1	-114	3	5	4.4
CCCCCCn1c2c(c(=N)c3c1CCC3)CCC2	1	-10	55	7	-10	-1	67*	24*	11	-0.1
O=C(NN1C(=O)C2C3c4ccccc4C(c4ccccc43)C2C1=O)c1ccccc1 (stereo not drawn)	2	-7	-4	7	-4	0	3	2	3	0.2
CCCOC(=O)C[N+](C)(C)CCOC1CC2CCC1(C)C2(C)C (stereo not drawn)	-4	-14	24	0	-1	-5	-4	2	-1	-0.5
Cc1ccc(NC(=O)c2cnc(SCC(=O)c3ccccc3)n(C)c2=O)cc1	.	11	.	4	9	-3	-27	.	22	0.6
CCCn1c(=S)[nH]c2cc(C(=O)NCC3CCCO3)ccc2c1=O (stereo not drawn)	-6	-1	-14	-16	-5	6	20	2	8	-0.3
O=C(N1CCCCCC1)N1CCN(S(=O)(=O)N2CCOCC2)CC1	1	-7	-33	-2	-6	2	19	-4	23	-0.7
COc1ccccc1OCCOCCOc1c(C)cc(C)cc1Br	-4	4	-7	4	18	-1	19	8	21	0.3
Cc1ccc2c(C)c(C(=O)N(C)C(C)c3ccon3)oc2c1C (stereo not drawn)	1	20	-118	-4	25	-2	-149	4	20	5.1
COc1cccc(-c2nc(=S)c3c(n2Cc2ccco2)CCCC3)c1	1	124*	6	-3	114	9	-89	2	21	0.4
O=C(COC(=O)/C=C/c1ccco1)NCc1ccccc1Cl	2	5	-21	1	4	1	5	2	29	0.1
COc1ccc(C2CC(=O)c3cnc(NC(=O)c4cccc(OC)c4)nc3C2)cc1 (stereo not drawn)	0	.	4	4	.	7	-15	-1	22	-0.1
COc1ccc(CCNC(=O)COc2ncnc3ccccc23)cc1OC	62*	-7	-23	-1	-4	2	4	-6	1	-0.1
Cn1cc(C(=O)Nc2ccc(F)c(F)c2)cn1	-7	-11	-21	-14	-8	3	-18	3	12	0.3
CS(=O)(=O)c1ccccc1C(=O)NCCC(c1ccccc1)c1ccccc1	-1	8	-15	-3	0	10	5	-7	3	-0.4
O=C(NCCS(=O)(=O)N1CCN(c2ccccc2F)CC1)C1CC(=O)N(c2ccccc2)C1 (stereo not drawn)	-5	9	-14	-1	0	-3	-17	-4	20	0.0
COC(=O)c1ccc(S(=O)(=O)N(C2CCCCC2)C2CCCCC2)n1C	0	1	-10	-3	1	-1	1	-3	22	-0.2
Cn1cnc2cc(NC(=O)c3cccs3)ccc21	4	?	-88	16	10	6	-97	-2	41	3.7
O=C(COc1ccc(S(=O)(=O)N2CCCC2)cc1)NCc1ccccn1	-1	-7	-18	3	-4	0	-3	-3	.	-1.8
COc1cccc(-c2nc(CS(=O)(=O)CC(=O)Nc3cccc(C)c3C)c(C)o2)c1	-7	-1	-19	3	5	0	0	-5	7	0.2
COc1ccccc1NC(=O)Cc1nnc(SCC(=O)c2ccc(F)cc2)n1C	-2	-10	-16	2	-1	-14	8	1	14	-0.6
COc1ccc(N2C(=O)CC(NNC(=O)c3ccco3)C2=O)cc1 (stereo not drawn)	6	-1	-5	-1	-7	-2	-3	5	2	-0.8
CCCCn1c(SCC(=O)N2CC(C)CC(C)C2)nc2cc(S(N)(=O)=O)ccc21 (stereo not drawn)	3	2	-19	-7	5	-2	7	-6	9	-0.5
COc1cc2c(cc1NC(=O)c1ccc(C)c([N+](=O)[O-])c1)oc1ccccc12	0	19	-5	-7	7	-3	-3	7	19	-1.4
Cn1cccc1C(=O)NC(=O)COC(=O)c1cc([N+](=O)[O-])ccc1Cl	-2	15	8	-6	-1	-5	-13	-3	3	-1.0
COc1ccc(C(=O)NC(C)c2nc3ccccc3n2C)cc1OC (stereo not drawn)	-1	-13	-22	1	3	3	10	-2	5	-0.4
CC(C)CCN1CCN(Cc2cccn2-c2ccc(Cl)cn2)CC1CCO (stereo not drawn)	3	-3	-11	0	-4	2	-5	1	8	-0.3
O=C(CNC(=O)c1ccco1)N/N=C/c1ccc(O)cc1O	-5	6	-9	-9	-7	15	-16	-4	10	-0.2
COc1cccc2cc(C(=O)Nc3cc(Cl)ccc3N3CCOCC3)c(=O)oc12	1	19	-12	5	8	-4	0	6	25	-19
CCn1cc(CN2CCC(n3nccc3NC(=O)c3ccccc3C)CC2)cn1	0	-4	-28	17	-9	8	-23	2	15	0.0
O=C(O)c1cn(-c2ccc(F)cc2)c(=O)c2ccccc12	1	1	-11	1	-8	5	23	0	1	-0.1
O=S(=O)(/N=C(/Nc1ccc(F)cc1F)c1ccccc1)c1ccccc1	-1	18	7	-6	-2	-1	-15	-9	17	-0.1
O=C(c1ccccc1F)N1CCc2ccccc21	-2	-6	-20	7	-4	0	5	-3	23	-1.1
CCOCCCNC(=O)C(NC(=O)c1ccc(NC(C)=O)cc1)c1ccc(Cl)cc1 (stereo not drawn)	2	-18	-3	-9	0	-7	7	1	19	-0.2
C=CC(COCc1ccccc1)N(Cc1ccccc1)S(=O)(=O)c1ccccc1Br (stereo not drawn)	.	-1	.	19	-2	0	-10	.	9	-0.3
COc1ccc(-n2c(Cc3cc(=O)[nH]c(=O)[nH]3)nnc2SCC(=O)N2CCCC2)cc1	2	12	-6	1	-5	0	-20	4	14	-0.2
COc1ccc(OC)c(N2Cc3cc(C)c(C)cc3C2)c1	3	46	-21	3	18	4	-30	3	25	-0.1
Cc1[nH]c(=O)c(C#N)c(C)c1Br	-3	-3	-48	-6	1	0	4	-10	40	0.2
c1ccc(NCC2OCc3ccccc3CO2)cc1	-3	31	-75	10	15	4	-147	-7	26	2.2
CN(C)CCNC(=O)c1cc2c(=O)n(C)c3ccccc3c2n1C	-3	-7	-21	0	-6	-2	-60	-1	15	0.1
O=C(Cc1ccc([N+](=O)[O-])cc1)NNC(=O)c1cccs1	-1	-43	3	-55	-27	5	8	2	2	0.2
Cn1c(N)c(C(=O)COC(=O)c2cc(C3CC3)nc3ccccc23)c(=O)n(Cc2ccccc2)c1=O	2	9	-24	1	0	-2	10	4	34	0.0
O=C(O)c1cc(-c2ccccc2)nn1CC1CC(c2cccc([N+](=O)[O-])c2)=NO1 (stereo not drawn)	.	-3	.	0	1	1	12	.	17	-2.6
COc1nnc(-c2ccc(C)cc2)c2ccccc12	0	12	-13	9	-2	9	17	2	-25	-7.0
CC[C@@H](C)CN1C(=O)N[C@@H](c2ccccc2)C(C(C)=O)=C1C	.	-2	.	1	2	12	10	.	29	-0.2
Fc1c(F)c(C(F)(F)F)c(F)c(F)c1N1CCN(c2ccc3nnc(C(F)(F)F)n3n2)CC1	-1	22	-5	5	4	9	-6	-5	13	0.4
CC(=O)N1c2ccc(S(=O)(=O)N3CCC(C(=O)NCc4ccccc4Cl)CC3)cc2CC1C (stereo not drawn)	-4	32	15	2	17	-2	-182	5	14	2.0
CNC(=O)c1c[nH]c2ccc(S(=O)(=O)Nc3cccc(SC)c3)cc2c1=O	4	0	-11	-4	2	-6	-1	4	5	-1.2
COc1ccc(OC(C)c2ccc(C#N)c(=O)[nH]2)cc1 (stereo not drawn)	-3	2	-22	1	-2	3	10	-1	18	-0.1
Nn1c(SCc2ccccc2)nnc1C1CCCCC1	5	27	-48	7	17	-10	-110	5	-37	2.4
COc1ccc(/C=C2\SC(=S)N(CCC(=O)N(CCO)Cc3ccccc3)C2=O)cc1OC	1	-40	-11	5	-26	7	19	-1	14	-0.5
CC(=O)c1cnc2nc(SCc3ccccc3)nn2c1C	-2	21	-123	4	-1	13	-157	0	15	3.0
CN(C)/C=C(/C(=O)c1ccccc1)n1cncn1	-1	-16	-9	0	-11	-10	0	0	14	-0.1
COC(=O)c1noc(C)c1-c1ccnn1C(=O)c1ccc(C)cc1	-1	3	-12	-3	-3	0	-13	0	0	-0.2
CCCCCCCC1=CC2=CC(=O)C(C)(OC(C)=O)C(=O)C2=CN1CCc1ccccc1 (stereo not drawn)	1	2	-3	0	-6	-1	7	-10	46	0.7
CC(=O)c1c(C)[nH]c(C(=O)Nc2ccc(Cl)cc2F)c1C	-3	42	-213	-2	28	12	-186	2	9	1.7

Rows are unselected. Share with any hit: about 5%.
